# NR2E3 ag-1: NR2E3 (human) agonism. Q9Y5X4. GST-NR2E3/biotin-RetCOR TR-FRET, 1536-well. inhibition of corepressor binding, % at 4.78 µM. 320,000 compounds, 0.12% hits. AID 2300;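 active = percent inhibition above the cutoff of mean plus 3 SD of all tested compounds, set per screening campaign, cut at about 20% in these data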;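 note: 0% = DMSO wells and 100% = biotin wells as full block of FRET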
# Target sequence (Q9Y5X4 whole entry, looked up): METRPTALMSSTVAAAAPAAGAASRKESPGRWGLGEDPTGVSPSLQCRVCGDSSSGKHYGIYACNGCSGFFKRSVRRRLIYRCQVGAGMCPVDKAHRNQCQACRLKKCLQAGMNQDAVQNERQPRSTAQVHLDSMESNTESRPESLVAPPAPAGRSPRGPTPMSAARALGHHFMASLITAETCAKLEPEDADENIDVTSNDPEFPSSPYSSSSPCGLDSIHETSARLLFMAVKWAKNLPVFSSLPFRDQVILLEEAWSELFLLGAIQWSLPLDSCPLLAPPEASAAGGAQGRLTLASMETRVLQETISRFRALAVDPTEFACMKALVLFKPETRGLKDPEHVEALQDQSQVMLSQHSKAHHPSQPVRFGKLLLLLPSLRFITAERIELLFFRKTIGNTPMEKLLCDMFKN
#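 Material – GST-tagged NR2E3 plus biotinylated RetCOR corepressor · Quantity – NR2E3 fusion 1.35 nM · Times – 5 h incubation at 4 °C · Medium – pH 7.5 Tris-based buffer · Technique – TR-FRET, Eu(K)-anti-GST donor, streptavidin-D2 acceptor, ex 340, em 617/671 nm · Benchmarks – high control biotin, low control 0.6% DMSO · Format – 1536-well plates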
# MITF TRPM1 inh: MITF TRPM1 promoter inhibition in SK-MEL-5 cells; SK-MEL-5 TRPM1 promoter luciferase, 24 h; inhibition, % at 12.5 µM; 330,000 compounds, 0.83% hits;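 active = mean inhibition across replicates of 60% or more, whatever share of single replicates reaches that level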; note: values of inactives mirror those of a sister screen read the other way
# NR2E3 ag-2: activates human NR2E3 receptor. CHO-S Gal4-NCOR/VP16-NR2E3 two-hybrid, luciferase. 360,000 compounds, 0.35% hits. inhibition of corepressor binding, % at 3.98 µM. AID 602229;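 active = inhibition above the mean of all tested compounds plus 3 SD, cut at about 70% in these data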;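 note: 0% = DMSO with NR2E3 transfected cells and 100% = cells lacking NR2E3 construct; higher means lower luciferase signal from less NR2E3 corepressor binding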
# Peg3 promoter: Peg3 promoter activity inhibition; 360,000 compounds, 1.7% hits; HeLa PEG-Prom luciferase reporter, luminescence, overnight; inhibition, % at 20 µM;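 active = inhibition of at least 50% at 20 µM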
# HIF-2a inh: HIF-2a inhibition; 360,000 compounds, 0.72% hits; AID 624352; inhibition, % at 18.8 µM; 786-0 RCC cells HIF-2a reporter, luciferase luminescence, overnight;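 active = inhibition of the luminescence signal of 40% or more relative to plate controls, in a single-dose primary screen at 18.75 µM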
# CaV13 FRET inh: Disruptors of the CACNA1D IQ motif to Ca2+-dependent inactivation inhibitor domain association, primary screening, Förster resonance energy transfer in intact living … | inhibition, % at 12.3 µM | HEK cells, CFP/YFP FRET ICDI-IQ, plate reader, 10 min; percent FRET-ratio fall versus neutral wells | 340,000 compounds, 0.098% hits;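 active = mean replicate inhibition of at least 30% and at least 1% of replicates passing that level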;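 note: 0% = median of the neutral control wells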
# CF NFkB inh: blocks PAF-induced NF-kB reporter in cystic fibrosis cells; inhibition, % at 5 µM; AID 588850; KKLEB NF-kB-GFP reporter, GFP fluorescence overnight; 360,000 compounds, 0.86% hits;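 active = at least 50% inhibition at 5 µM, scaled per plate between neutral and stimulator controls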;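 note: PAF is a Pseudomonas aeruginosa culture filtrate used as stimulus; plate controls were PAF-stimulated DMSO wells for no effect and unstimulated DMSO wells for full effect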
# Shn3 inh set2: inhibitors of Schnurri-3 3'UTR reporter in osteoblasts; 360,000 compounds, 0.52% hits; Clone20 osteoblast Shn3 3'UTR firefly luciferase, 24 h; inhibition, % at 12.5 µM;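 active = mean inhibition of at least 75% with every replicate also reaching 75%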;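 note: 0% = median of neutral control wells and 100% = pilot-screen positive control compound; some compounds past the cut are filed as inactive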
# PDI inh: PDI (human) enzyme inhibition; P07237; inhibition, % at 10 µM; AID 588391; 350,000 compounds, 0.052% hits; PDI insulin aggregation turbidity, A650, 90 min;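 active = mean inhibition across replicates of 30% or more, whatever share of single replicates reach that level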;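 note: absorbance from insulin aggregation driven by PDI reduction with DTT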
# Target sequence (P07237 whole entry, looked up): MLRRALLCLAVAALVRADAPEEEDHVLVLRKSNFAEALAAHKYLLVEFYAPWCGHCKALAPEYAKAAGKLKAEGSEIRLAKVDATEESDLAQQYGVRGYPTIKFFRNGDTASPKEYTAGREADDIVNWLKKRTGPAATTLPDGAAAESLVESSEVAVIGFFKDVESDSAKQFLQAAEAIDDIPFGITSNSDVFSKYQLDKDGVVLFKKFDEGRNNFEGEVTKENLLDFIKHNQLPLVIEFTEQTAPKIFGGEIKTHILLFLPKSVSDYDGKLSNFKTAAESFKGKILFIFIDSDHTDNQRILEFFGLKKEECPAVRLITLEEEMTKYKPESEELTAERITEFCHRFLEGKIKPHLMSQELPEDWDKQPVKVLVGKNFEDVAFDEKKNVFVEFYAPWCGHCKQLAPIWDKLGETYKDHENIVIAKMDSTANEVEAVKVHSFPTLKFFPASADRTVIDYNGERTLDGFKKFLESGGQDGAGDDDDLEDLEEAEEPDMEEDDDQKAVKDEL
# KKLEB tox: CF airway cell cytotoxicity counter-screen; KKLEB CF airway cells viability, ATPlite luminescence, overnight; stronger effect = lower value; cells stimulated with P. aeruginosa culture filtrate; 360,000 compounds, 0.36% hits; activity change (cytotoxicity), % at 5 µM;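 active = corrected activity change at or below -50% at 5 µM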
# Vif inh: blocks HIV Vif function. HEK293T cells, Vif self-association by quenched fluorescence, imaging, 24 h. inhibition, % at 7.49 µM. 340,000 compounds, 0.35% hits. AID 602346; in the data active = inhibition above about 50%, passing the limit was not always enough; note: some results filed as inactive read as strong as hits
# The depositor's hits bear a star; nt = not tested or not shown.
SMILES,NR2E3 ag-1,MITF TRPM1 inh,NR2E3 ag-2,Peg3 promoter,HIF-2a inh,CaV13 FRET inh,CF NFkB inh,Shn3 inh set2,PDI inh,KKLEB tox,Vif inh
O=C1NCCCC1C(=O)Nc1ccccc1C(F)(F)F (stereo unspecified),-2.1,-0.6,-7.2,-5.4,15.3,-3.7,5.8,-12.2,1.6,-2.7,0.6
CCOC(=O)N1CCC(=NNC(=O)COc2cccc(C)c2)CC1,1.6,6.6,15.5,11.2,23.3,-5.7,-9.9,-5.7,1.8,10.5,1.0
COc1ccccc1CNc1ncnc2c1cnn2-c1ccccc1,-0.4,-38.4,-48.9,-108.3,-160.4,-6.1,-16.3,-15.8,4.9,-7.3,-29.4
O=C(NCc1cccnc1)c1ccccc1NS(=O)(=O)c1ccc(Br)cc1,nt,6.9,-31.9,11.6,19.9,-4.6,27.3,-8.9,-4.4,0.1,0.3
Cc1cc(C)nc(SCC(=O)c2ccc(O)c(O)c2)n1,1.2,-17.7,-58.0,-6.0,-12.4,-7.2,-17.0,-23.9,1.9,-7.6,nt
Cc1noc(C)c1COc1ccc(C(=O)N2CCC(C(N)=O)CC2)cc1,nt,-1.1,-11.6,4.1,1.9,-2.7,6.5,-1.7,11.8,-25.4,5.0
O=C(c1cc2cc(Cl)ccc2[nH]1)N1CCN(c2ccccn2)CC1,-3.2,11.0,-12.1,5.6,15.0,-4.4,15.8,3.2,4.0,-16.6,-1.5
CC(O)C(=O)NCCOCCOCCNC(=O)C(C)O (stereo unspecified),4.6,9.9,-8.7,-6.9,12.2,nt,-9.1,-8.1,3.2,0.0,-10.2
COc1cc(NC(=O)C2=C(N3CCOCC3)/C(=C\c3ccc(Br)cc3)CC2)cc(OC)c1OC,-1.0,3.0,6.8,13.3,12.0,-14.8,5.6,23.2,-13.3,-4.1,-1.8
CCOC(=O)CSc1nn(-c2ccccc2)c(=S)s1,2.7,-20.7,-9.3,-3.4,-1.5,-4.7,-7.9,2.2,-2.3,10.1,-2.1
CCC(=O)Nc1cccc(C2=NOC3(C2)C[C@@H](C(N)=O)N(C(=O)CC)C3)c1 (stereo partly specified),0.6,-10.8,-32.0,-8.1,12.9,-9.8,-10.5,-8.6,-2.4,18.2,-7.0
CCOc1ccccc1NC(=O)CCNS(=O)(=O)c1cccc2nsnc12,2.5,10.6,-31.7,4.7,1.0,-3.9,10.4,1.0,-5.4,-3.2,5.6
COc1ccc(/C(N)=N/OC(=O)c2cccc([N+](=O)[O-])c2)cc1OC,1.8,-60.0,-28.0,-38.4,-42.8,nt,-20.1,-23.7,-1.5,13.4,-0.1
CC1CCN(CC(=O)Nc2ccc(S(=O)(=O)N3CCCCC3)cc2)CC1,3.1,-3.0,-13.3,11.5,14.5,-5.0,3.7,8.7,22.8,-2.6,-3.9
COCCNC(=O)CSc1ncnc2sc(-c3ccccc3)cc12,2.1,-9.1,3.5,-38.8,-78.7,0.6,-3.3,7.2,-2.9,-6.4,-2.2
CC(C)Oc1ccc(CNC(=S)N/N=C/c2ccc([N+](=O)[O-])cc2)cc1,-0.3,-16.1,-35.1,-39.7,-59.3,-6.9,-39.0,-25.8,-1.5,15.1,1.5
CN(C)c1c(F)cc(C(=O)NC(=O)NCc2cccnc2)cc1F,1.9,-29.5,-25.1,-46.8,-88.3,nt,-6.9,-2.0,-2.3,11.9,5.4
CN(C)c1nc(N)c2nccnc2n1,nt,1.7,-11.4,-10.4,10.9,-5.5,-24.2,1.9,2.4,0.8,18.6
COc1ccc(CN(C(=O)c2cc(=O)c3ccccc3o2)C2CCS(=O)(=O)C2)cc1OC (stereo unspecified),1.2,-8.0,-17.4,-6.6,11.5,-2.4,8.5,-13.5,6.0,-4.5,7.8
O=C1CC(N2CCN(c3cccc(C(F)(F)F)c3)CC2)C(=O)N1c1ccc(F)cc1 (stereo unspecified),0.7,-0.5,-4.8,15.3,12.3,-4.2,-6.1,-3.3,14.4,-2.2,-5.3
C#CCOCCOCCOCCNc1nc(N2CCN(C(=O)[C@H](CCCCN)n3cc(C(N)CC(C)C)nn3)CC2)nc(N2CCN(C(=O)[C@H](CCC(=O)O)n3cc(C(N)[C@H](C)CC)nn3)CC2)n1 (stereo partly specified),1.6,5.9,-2.4,-3.2,12.9,nt,-13.9,1.7,7.4,4.4,-8.0
CC(C)(C)OC(=O)CNC(=O)c1[nH]cnc1C(=O)NCCCCCNC(=O)OC(C)(C)C,2.6,13.6,8.1,42.4,11.1,4.3,10.7,6.7,-0.7,-2.4,-8.4
O=C(NC1CCOCC1)C1CCC(=O)N(CCc2ccc(Cl)cc2)C1 (stereo unspecified),1.0,-1.5,-9.4,-0.9,4.1,-2.4,9.7,-2.8,11.1,4.9,5.3
CC1CCC(=NNS(=O)(=O)c2ccc([N+](=O)[O-])cc2)CC1 (stereo unspecified),nt,10.1,-29.2,-6.4,9.1,-2.2,4.2,1.7,-1.6,2.7,21.0
COC(=O)c1sc(N2C(=O)c3oc4ccccc4c(=O)c3C2c2cccs2)nc1C (stereo unspecified),nt,52.5,7.1,16.8,8.7,-6.6,19.7,3.4,-22.0,-22.9,-2.5
CCOc1ccc(C(CC(=O)O)NC(=O)c2cccs2)cc1 (stereo unspecified),-2.6,-3.2,-26.0,-5.0,13.5,-5.2,-1.2,-22.8,-2.3,-8.1,-3.6
O=S(=O)(NC1=NCCC1)c1cccc(NS(=O)(=O)c2ccc(F)c(Cl)c2)c1,3.8,-2.3,-4.3,6.3,4.5,-2.6,5.3,-23.8,-2.3,1.0,nt
Oc1ccc[n+](CC(O)c2ccccc2)c1 (stereo unspecified),-1.9,8.8,-7.4,9.4,5.8,-11.8,-16.1,1.7,-5.8,-5.9,-11.9
O=C(C1=C(O)C(=O)N(CCCn2ccnc2)C1c1ccccc1)c1ccco1 (stereo unspecified),31.6*,-3.4,-8.1,-0.2,17.3,nt,-6.0,-13.9,-2.6,-5.1,-11.8
Cn1c(SCC(=O)Nc2cccc(NC(=O)c3cccs3)c2)nnc1-c1ccncc1,-0.5,4.7,0.6,-1.2,8.6,-1.5,8.4,8.8,5.2,-15.0,4.0
CNC[C@H](Cc1ccccc1)NC[C@@H](Cc1cccc2ccccc12)NCCc1ccc(C)cc1,-2.1,-5.7,11.8,96.6*,22.4,-5.4,43.4,5.9,-3.5,-50.2*,15.7
COc1cc(C=NNC(=S)Nc2ccc(S(=O)(=O)N3CCCCC3)cc2)cc(OC)c1OC,nt,nt,-15.3,1.0,-80.0,-14.4,6.8,-3.7,-22.1,-8.1,-15.4
Cc1nc2ncnn2c(C)c1CCC(=O)NCCCN1CCN(c2cccc(Cl)c2)CC1,3.1,-6.0,-18.8,-0.3,18.4,-3.4,-3.3,-12.7,1.4,-8.8,11.8
Cc1c(Cl)c(C(=O)NNC(=S)Nc2ccccc2)nn1C,-3.7,-15.8,-85.3,-104.2,-126.4,nt,2.3,-9.4,14.3,10.3,6.4
CN(CCC#N)c1ccc(/C=C(\C#N)c2ccccn2)cc1,1.9,0.9,-116.5,-45.9,-39.0,-3.1,-18.6,-14.7,3.7,-51.6*,-8.9
CCn1nc(C)c(/C=N/NC(=O)c2ccoc2C)c1C,-2.1,-70.0,-153.6,-101.4,-105.8,nt,4.1,-56.4,5.3,4.9,8.0
CCOc1ccc2[nH]c(=O)c(CN(CCCO)C(C)=O)cc2c1,-4.1,-0.4,-2.8,10.2,12.2,-2.9,-10.1,-6.3,5.8,3.5,9.2
CC(C)[C@H](NS(=O)(=O)c1cccc(C(F)(F)F)c1)C(=O)OCC(N)=O,2.9,-14.1,-3.6,-0.3,13.9,-6.3,1.3,8.9,4.1,6.3,-2.4
CCc1ccc(C(=O)OCC(=O)c2c(N)n(CC(C)C)c(=O)n(C)c2=O)cc1,-5.6,4.8,22.8,5.6,15.7,-4.7,5.7,15.7,2.0,-4.4,nt
Nc1nc(C(=O)N2CCOCC2)nn1C(=O)c1ccc(Cl)cc1,-0.7,nt,-18.4,-4.9,7.3,-3.0,1.0,6.2,nt,15.0,0.4
N#CC(c1ccccc1)(c1ncc(C(F)(F)F)cc1Cl)N1CCOCC1 (stereo unspecified),3.3,13.3,-5.5,4.8,4.7,-3.9,1.2,9.2,6.7,18.2,nt
O=C(Nc1ccc(F)cc1)C(Sc1nnc2ccccn12)c1ccccc1 (stereo unspecified),0.3,10.6,2.8,15.4,23.9,-4.8,2.2,-2.1,0.0,0.4,-0.6
O=C(O)c1cccc(NC(=S)NC(=O)c2cccc(OCc3ccccc3)c2)c1,-0.6,5.2,-65.4,-187.1,-125.3,-4.7,-0.6,9.1,9.4,6.0,-4.4
COC(=O)c1sc(-c2ccc(Cl)cc2)cc1N,1.5,-59.4,-127.1,-271.1,-345.8,-2.7,-41.1,-165.6,-1.6,21.3,-1.5
COc1ccccc1CNCC(=O)NCc1ccc(C)cc1,1.6,nt,9.9,3.5,11.0,-4.3,16.6,-11.7,5.1,-2.3,-4.3
CC(=O)Nc1ccc(S(=O)(=O)NCC2CCC(C(=O)NCCc3ccccc3)CC2)cc1 (stereo unspecified),2.0,4.4,-2.6,5.2,2.8,-15.8,8.9,-17.0,1.1,-7.0,32.7
O=C(NC1CCN(C(=O)NCc2ccccc2)CC1)c1ccco1,2.2,11.7,5.7,8.2,-4.3,-3.3,-5.7,-1.0,6.4,2.1,28.4
COc1cccc(-c2nnn(CC(=O)Nc3ccc(C)cc3C)n2)c1OC,1.5,-6.0,-1.2,-4.2,14.7,-4.7,5.2,9.3,1.1,3.9,-1.5
CC(C)(C)c1ccc(S(=O)(=O)N2CC(=O)Nc3ccccc32)cc1,0.0,-9.8,0.0,21.6,11.3,-6.2,14.3,6.4,2.1,5.0,7.3
O=C(NC(=S)N1CCN(c2ccccc2)CC1)c1ccc(S(=O)(=O)N2CCOCC2)cc1,2.8,-6.2,-6.0,9.5,15.9,-4.1,1.8,nt,6.7,-2.5,9.6

# For convenience, part of the list above.
SMILES,NR2E3 ag-1,MITF TRPM1 inh,NR2E3 ag-2,Peg3 promoter,HIF-2a inh,CaV13 FRET inh,CF NFkB inh,Shn3 inh set2,PDI inh,KKLEB tox,Vif inh
COc1cccc(-c2nnn(CC(=O)Nc3ccc(C)cc3C)n2)c1OC,1.5,-6.0,-1.2,-4.2,14.7,-4.7,5.2,9.3,1.1,3.9,-1.5
CC(C)(C)c1ccc(S(=O)(=O)N2CC(=O)Nc3ccccc32)cc1,0.0,-9.8,0.0,21.6,11.3,-6.2,14.3,6.4,2.1,5.0,7.3
O=C(NC(=S)N1CCN(c2ccccc2)CC1)c1ccc(S(=O)(=O)N2CCOCC2)cc1,2.8,-6.2,-6.0,9.5,15.9,-4.1,1.8,nt,6.7,-2.5,9.6

# Screens from PubChem BioAssay.

# Not a hit list (roughly 3.3% active in at least one column).
